Assay outcomes: PubChem BioAssay, National Center for Advancing Translational Sciences (NCATS)
GCN5L2 inh: GCN5L2 (KAT2A) acetyltransferase inhibition | GCN5L2 HAT assay, ThioGlo1 CoA-SH fluorescence | 390,000 tested, 0.21% active | Q92830 | AID 504327 | Potency, µM (doses to about 58.9 µM), for the others: at the highest dose activity change, negative = inhibition, most hits filed as inhibitors
Target sequence (Q92830 whole entry, looked up): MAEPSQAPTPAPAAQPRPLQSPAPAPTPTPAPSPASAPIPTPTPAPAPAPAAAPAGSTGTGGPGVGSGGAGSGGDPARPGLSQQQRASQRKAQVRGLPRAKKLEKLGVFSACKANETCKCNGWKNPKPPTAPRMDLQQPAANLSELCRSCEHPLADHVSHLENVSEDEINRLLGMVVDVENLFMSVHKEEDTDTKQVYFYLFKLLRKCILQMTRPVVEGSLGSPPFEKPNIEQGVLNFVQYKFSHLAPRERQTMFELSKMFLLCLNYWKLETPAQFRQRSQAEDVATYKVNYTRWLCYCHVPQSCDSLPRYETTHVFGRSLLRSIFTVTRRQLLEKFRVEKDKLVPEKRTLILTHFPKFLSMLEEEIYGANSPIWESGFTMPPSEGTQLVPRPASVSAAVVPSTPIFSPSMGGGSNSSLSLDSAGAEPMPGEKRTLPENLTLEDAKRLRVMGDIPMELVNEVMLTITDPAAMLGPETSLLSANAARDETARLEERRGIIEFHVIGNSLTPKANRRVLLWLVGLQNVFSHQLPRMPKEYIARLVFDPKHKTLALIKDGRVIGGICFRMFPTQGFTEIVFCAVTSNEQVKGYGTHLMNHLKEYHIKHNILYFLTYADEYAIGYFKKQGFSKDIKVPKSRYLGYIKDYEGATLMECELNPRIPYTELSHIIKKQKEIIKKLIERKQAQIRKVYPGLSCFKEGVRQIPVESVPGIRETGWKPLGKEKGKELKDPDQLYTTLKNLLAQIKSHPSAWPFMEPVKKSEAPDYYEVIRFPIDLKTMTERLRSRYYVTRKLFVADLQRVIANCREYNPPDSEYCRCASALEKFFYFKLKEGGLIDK
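GCN5L2 (20 nM) in 50mM HEPES pH 7.5, 0.1mM EDTA, 0.01% Tween-20 preincubated 15 min with compounds at room temperature. Reaction started with H3(1-25) 75uM, acetyl-CoA 70uM, ThioGlo1 50uM; CoA-thiol fluorescence (Ex340/Em540) read at 0 and 20 min.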
N370S GC: N370S glucocerebrosidase modulation, Gaucher chaperone candidate; P04062; N370S GC spleen homogenate, 4MU-glucoside fluorescence; Potency, µM (highest dose often 59.4 µM), without a hit: top-dose activity change, negative = inhibition, actives largely listed as inhibitors; 330,000 tested, 0.092% active; AID 2101;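 further: 0% = full enzyme activity and -100% = no enzyme basal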
FEN1 inhibitor: inhibitors of human flap endonuclease 1; P39748; Recombinant FEN1 flap cleavage, fluorescence, 15 min; Potency, µM (series often up to 114 µM), without a hit: top-dose activity change, negative = inhibition, actives largely listed as inhibitors; 390,000 tested, 0.35% active; further: nearly all actives have a fitted effect of over 65% in size
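Reaction started by adding substrate (50 nM final) to 10 nM enzyme after 15 min room-temperature compound preincubation. Reads at 0 and 15 min, with data normalized and fitted to a four-parameter Hill equation.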
The depositor's hits bear a star; ? = inconclusive; . = no result given; [ ] = dose if it differs, or a comment. The call rests on the fitted dose curve; in most records, active means well fitted curve in the direction sought with a large enough effect; inconclusive means small, poorly fitted or top-dose-only effect, or another doubt; inactive means no such curve, though single readings can be large; an effect the other way counts as inactive or inconclusive. Unless noted, on the % scale 0 is the no-effect control and ±100 the full control effect; potency means the concentration at half of the fitted maximal effect. Some of the compounds tested; count on the stated rates, not on these rows.

SMILES	GCN5L2 inh	N370S GC	FEN1 inhibitor
Cn1c(SCC(=O)N2CCCc3ccccc32)nnc1-c1c[nH]c2ccccc12	-6.9%	-1.0%	-2.5%
CCOC(=O)c1c(NC(=O)c2cc3nc(-c4ccccc4)cc(C(F)(F)F)n3n2)sc2c1CCC(C)C2 (stereo unspecified)	-3.1%	.	-9.4%
CCCCNCc1cc(Cl)c(OCCC)c(OCC)c1	-0.8%	-26.0%	6.0%
O=C(COC(=O)c1ccc(S(=O)(=O)N2CCCC2)cc1)NCc1ccc(F)cc1	-1.2%	9.3%	0.5%
CCSCC1COC(c2cccn2Cc2ccc(C)cc2)=N1 (stereo unspecified)	-5.1%	0.6%	4.0%
CC(C)c1ccc(/C=N/NC(=O)CCNC(=O)c2ccccc2)cc1	-7.4%	-4.0%	-6.5%
CCOC(=O)Cc1csc(NC(=O)c2ccc(F)cc2)n1	-4.0%	-20.7%	-5.4%
CC(=O)Nc1cc(-c2nc3ccccc3s2)ccc1C	2.1%	.	2.7%
COc1ccc(S(=O)(=O)c2cn(CC(=O)Nc3cc(C)ccc3C)c3ccccc3c2=O)cc1	-6.4%	.	-0.2%
O=C(Nc1cccc(F)c1)NC1(C(=O)N2CCOCC2)CCCCC1	-10.7%	4.2%	1.6%
COc1cccc(Cc2nc3ccccc3nc2SCC(=O)Nc2cc(OC)ccc2OC)c1	-7.3%	.	10.5%
Cc1oc(-c2ccccc2F)nc1CSCC(=O)NCCc1ccccc1	-9.2%	.	0.8%
O=C(O)C1=C[C@@H](c2ccc(Br)cc2)C[C@@H](OCc2ccc(CO)cc2)O1	-3.6%	3.4%	-14.8%
CN(Cc1cccc2ccccc12)C(=O)c1cc(COc2c(F)cccc2F)on1	-7.2%	11.5%	-3.2%
O=C(CCn1cccc1)Nc1ccc(F)cc1	-1.6%	2.7%	-6.1%
CCOC(=O)c1cc(S(=O)(=O)NCc2ccco2)cn1C	-4.0%	-11.7%	16.4%
Cc1cccc(Cl)c1NC(=S)N1CCN(c2ccc([N+](=O)[O-])cn2)CC1	-0.5%	-4.8%	-1.4%
CCCCC1C(=O)CC[C@H]2[C@@H]1CC(=O)[C@@H]2C/C=C\CCCC(=O)O (stereo partly specified)	-0.1%	13.9%	-6.1%
COc1ccc(F)cc1S(=O)(=O)NCCc1c(C)[nH]c2c(Cl)cccc12	-5.7%	.	-18.8%
O=C(NCCCO)C(=O)NCC1OCCCN1S(=O)(=O)c1cccs1 (stereo unspecified)	0.8%	-5.5%	4.4%
Cc1cc([N+](=O)[O-])nn1CC(=O)N1N=C(C(F)F)CC1(O)C(F)F (stereo unspecified)	-5.6%	3.5%	-3.1%
CC(C)C(=O)NCCSc1c[nH]c2ccccc12	-2.0%	21.1%	-4.7%
CCOC(=O)CC(=O)Nc1nc2ccccc2s1	-5.7%	9.9%	-0.1%
CC(CCCC(C)(C)O)NCc1cn[nH]c1-c1ccc2c(c1)OCO2 (stereo unspecified)	-22.0%	-2.0%	14.8%
Cc1ccc2occ(C3NC(C(=O)O)CS3)c(=O)c2c1 (stereo unspecified)	-1.7%	-4.6%	11.8%
CC(NC(=O)C1CCN(C(=O)N2CCOc3ccccc32)CC1)c1ccccc1 (stereo unspecified)	-9.1%	.	0.0%
O=C(NC1CCCC1)C1CCCN(S(=O)(=O)c2cccc3cccnc23)C1 (stereo unspecified)	-0.2%	1.5%	14.6%
C/C(=N\Nc1nc(C(C)(C)C)cs1)c1ccc(O)cc1	-0.8%	-1.4%	1.1%
CCCCC(=O)NC(c1ccccc1Cl)c1c(O)ccc2ccccc12 (stereo unspecified)	-8.1%	6.2%	-5.4%
O=C(CSc1nc(-c2ccco2)cc(C(F)(F)F)n1)NC1CCCC1	-6.3%	-2.5%	-13.1%
O=C(O)CC(NC(=O)Cc1ccccc1)c1cc([N+](=O)[O-])ccc1Cl (stereo unspecified)	-3.7%	11.9%	-0.7%
O=C(NCCc1ccc(Cl)cc1Cl)c1cccnc1	-0.6%	2.2%	0.0%
COc1cc(Cl)c(CN2CCCC(CO)(Cc3ccccc3F)C2)cc1OC (stereo unspecified)	-5.8%	-3.5%	-3.7%
Cc1ccc(Cn2c(=O)c3c(nc4n3CCN4Cc3ccco3)n(C)c2=O)cc1	-5.0%	5.7%	-17.6%
CCCCCCOC(=O)C1=C(C)NC(=O)NC1c1ccc(O)cc1 (stereo unspecified)	-0.5%	-10.5%	13.0%
CC1CCN(S(=O)(=O)c2nnc(NC(=O)c3cccc(F)c3)s2)CC1	-18.3%	.	0.4%
O=C(OCC(=O)N1CCCCC1)c1cc2ccccc2cc1O	-2.1%	10.0%	2.2%
S=c1[nH]nc(Cc2cccc3ccccc23)n1-c1ccccc1	-7.6%	-22.4%	-14.3%
CCOC(=O)c1ccccc1NC(=O)C1CC(=O)N(C2CCCCC2)C1 (stereo unspecified)	-10.7%	?	-5.6%
CCCCCn1nc(C)c(/C=N/NC(=O)c2ccoc2C)c1C	1.3%	5.9%	9.9%
N#CC1(c2ccccc2)CCCN1C(=O)c1ccccc1Br (stereo unspecified)	-3.8%[0.501 µM]	4.9%	1.0%
COc1cccc(-c2nc(CS(=O)(=O)CC(=O)NCCc3ccc(C)cc3)c(C)o2)c1	-0.3%	5.0%	-9.9%
Cc1nn(-c2ccccc2)c(NC(=O)c2cccs2)c(-c2ccc(Cl)cc2)c1=O	1.2%	4.9%	-3.9%
Cc1nc2cc(NCc3cccs3)ccc2n1C	-5.8%	-5.9%	-7.3%
CC(C)CC(OC(=O)c1ccc(Cl)nc1)C(=O)NC1CCCC1 (stereo unspecified)	-1.2%	-20.7%	-0.7%
O=C(CSc1ccc([N+](=O)[O-])cc1)Nc1cccc(S(=O)(=O)N2CCOCC2)c1	-4.2%	.	-10.5%
CCOc1cc(CNc2ccccc2)cc(Br)c1OCc1ccc(F)cc1	-3.4%	-6.2%	-4.6%
Cn1c(=O)n(C)c2cc(S(=O)(=O)NCCc3ccccc3)ccc21	-0.7%	8.2%	1.7%
Cc1cc(C(=O)OCn2nnc3ccccc3c2=O)c(C)o1	-0.3%	7.2%	-0.1%
O=C(NCc1ccco1)c1cc2n(n1)C(C(F)(F)F)CC(c1ccc(F)cc1)N2 (stereo unspecified)	-3.8%	4.6%	-8.6%

A section from the list above:
SMILES	GCN5L2 inh	N370S GC	FEN1 inhibitor
Cc1nc2cc(NCc3cccs3)ccc2n1C	-5.8%	-5.9%	-7.3%
CC(C)CC(OC(=O)c1ccc(Cl)nc1)C(=O)NC1CCCC1 (stereo unspecified)	-1.2%	-20.7%	-0.7%
O=C(CSc1ccc([N+](=O)[O-])cc1)Nc1cccc(S(=O)(=O)N2CCOCC2)c1	-4.2%	.	-10.5%
CCOc1cc(CNc2ccccc2)cc(Br)c1OCc1ccc(F)cc1	-3.4%	-6.2%	-4.6%
Cn1c(=O)n(C)c2cc(S(=O)(=O)NCCc3ccccc3)ccc21	-0.7%	8.2%	1.7%
Cc1cc(C(=O)OCn2nnc3ccccc3c2=O)c(C)o1	-0.3%	7.2%	-0.1%
O=C(NCc1ccco1)c1cc2n(n1)C(C(F)(F)F)CC(c1ccc(F)cc1)N2 (stereo unspecified)	-3.8%	4.6%	-8.6%

Other entries
SMILES	GCN5L2 inh	N370S GC	FEN1 inhibitor
Cc1ccccc1OCc1nc2ccccc2c(=O)n1/N=C/c1cccc([N+](=O)[O-])c1	-7.3%	6.2%	-11.1%
COc1ccc(S(=O)(=O)n2oc(=O)cc2-c2ccccc2)cc1OC	-12.2%	3.9%	-3.0%
NC(=O)C1(c2ccccc2)CCCN1C(=O)c1ccc(Br)cc1 (stereo unspecified)	-0.7%	14.7%	5.2%
Cc1ccc(/C=C2\CCC(C3CCCC3)C2=O)cc1 (stereo unspecified)	-0.9%	2.4%	-6.5%
O=C(COC(=O)C1CC1)Nc1ncc(Cl)cc1Cl	-4.9%	-2.8%	-7.8%
COc1ccc(-n2c(Cc3cc(=O)[nH]c(=O)[nH]3)nnc2SCC(=O)NC2CCCC2)cc1	-3.0%	-1.4%	38.4%[activator]
O=C(NCc1cccc(Cl)c1)C1CCC(=O)N(CC2CCCCC2)C1 (stereo unspecified)	0.5%	-5.4%	0.7%
C=CCn1c(O)c(N=NC(=O)CNC(=O)/C=C/c2ccco2)c2ccccc21	-13.8%	-5.0%	?
CCc1ccccc1NC(=O)Nc1ccc2c(c1)OCO2	1.6%	7.5%	-13.3%
COc1ccc(OC)c(NC(=O)CS(=O)(=O)c2cn(CC(=O)N3CCOCC3)c3ccccc23)c1	-7.4%	-30.6%	3.8%
COc1ccc(OC)c(C2CC(c3ccc(NS(C)(=O)=O)cc3)=NN2C(=O)c2ccccc2)c1 (stereo unspecified)	-12.9%	-6.9%	6.2%
O=C(Nc1ccccc1C(=O)NCc1ccc(Cl)cc1)c1ccco1	-25.7%	-1.8%	2.0%
CNC(=O)c1ncnnc1N(C)C(=O)NCc1ccccc1	-15.0%	?	13.9%
O/N=C(\COc1ccccc1O)c1ccccc1	2.2%	-18.6%	3.0%
Cc1cc(C)n2nc(SCC(=O)c3cc(C)n(CC4CCCO4)c3C)nc2n1 (stereo unspecified)	-10.0%	15.5%	-2.3%
COc1ccc(-c2c([C@H]3[C@H]4C=CC[C@@H](C)[C@@H]4C(=O)N3Cc3ccccc3)ccc3ccccc23)cc1	3.5%	11.1%	-18.6%
O=C(Nc1cccc(Cl)c1)c1cc(N=Nc2ccc([N+](=O)[O-])cc2Cl)ccc1O	-16.5%	-5.6%	-21.0%
CCc1cc2ccc(OC)cc2nc1SCC(=O)NNC(=O)c1ccco1	-13.9%	5.9%	-15.4%
COc1ccc(CNC(=O)CN2c3ccccc3S(=O)(=O)c3ccccc32)cc1	-0.4%	2.7%	-4.7%
CC(=O)Nc1ccc(SCCC2CCCCN2C)cc1 (stereo unspecified)	-4.4%	0.0%	-14.8%
CCCCCCCN1C(Nc2ccccc2)=NC[C@@H]1C	2.9%	5.9%	14.6%
O=C(NNc1cc(Cl)ccc1Cl)c1c(F)cccc1Cl	-0.1%	3.4%	-0.6%
COc1ccc(N2CCN(CC(=O)N3N=CCC3c3ccccc3)CC2)cc1 (stereo unspecified)	-0.2%	2.5%	-1.6%
COc1cccc(NC(=O)c2nnn(Cc3cccc(C(F)(F)F)c3)c2N)c1	-0.8%	.	6.2%
COc1ccc(OCCCn2ccnc2)cc1	-0.2%	-2.2%	-9.1%
CCn1c(CNC(=O)c2ccc3c(c2)OCO3)nnc1SCC(=O)Nc1ccccc1F	-7.1%	-3.5%	0.0%
O=C1NC2(CCCCC2)C(=O)N1c1cccc(Cl)c1	-3.0%	-19.5%	-3.5%
CCOC(=O)CN1C(=O)N[C@@H](c2ccco2)C(C(C)=O)=C1C	.	6.1%[12.8 µM]	0.3%
O=C(O)c1cccc([N+](=O)[O-])c1C(=O)Nc1ccc2ccccc2c1	-1.9%	-19.1%	2.2%
COc1cc2c(=O)c(S(=O)(=O)c3ccc(C(C)C)cc3)cn(Cc3ccccc3C)c2cc1OC	-4.3%	.	12.5%
O=C(Nc1cccc(C(F)(F)F)c1)c1cc[n+]([O-])cc1	-3.2%	-6.2%	-6.8%
CCOc1ccccc1CNC(=O)C1=C(C)C(=O)OC12CCN(C(C)=O)CC2	-0.8%	.	-4.3%
O=S(=O)(Nc1ccc(Cl)c(C(F)(F)F)c1)c1cnc[nH]1	2.8%	2.5%	-7.9%
Cc1cc(Cl)c(OCCCn2cncn2)c(Br)c1	0.4%	3.1%	4.3%
C=CCn1c(=N)n(CC(=O)c2cccc([N+](=O)[O-])c2)c2ccccc21	-4.2%	1.3%	-11.1%
CN(CCOc1ccc(Cl)cc1)CC(=O)Nc1ccc(OC(F)(F)F)cc1	-12.7%	-28.6%	?
Nc1nc(SCC(=O)N2CCCC2)[nH]c(=O)c1NC(=O)c1cccs1	-4.5%	-3.1%	15.2%
O=C(c1ccco1)N1CCN(Cc2c(Cl)cccc2Cl)CC1	-2.0%	2.3%	15.0%
O=S1(=O)CC(O)C(Nc2ccc(Cl)cc2)C1 (stereo unspecified)	1.2%	8.8%	-6.8%
COc1ccc(-n2cnnc2SCC(=O)Nc2cc(C)on2)cc1	2.8%	-1.2%	12.7%
O=C(Nc1cccc2ncccc12)c1cccnc1	-4.9%	-6.0%	6.5%
COc1cc(NC(=O)COC(C)=O)cc(OC)c1OC	-2.9%	5.2%	-14.9%
COC(=O)c1c(NC(=O)/C(C#N)=C/c2ccc(OC)cc2)sc2c1C(C(=O)OC)CC2 (stereo unspecified)	-1.8%	.	-0.7%

A different layout for some results above.
O=S(=O)(Nc1ccc(Cl)c(C(F)(F)F)c1)c1cnc[nH]1
  GCN5L2 inh: 2.8%
  N370S GC: 2.5%
  FEN1 inhibitor: -7.9%
CCOc1ccccc1CNC(=O)C1=C(C)C(=O)OC12CCN(C(C)=O)CC2
  GCN5L2 inh: -0.8%
  N370S GC: .
  FEN1 inhibitor: -4.3%
